Assay outcomes from PubChem BioAssay.
D1 ag – human D1 receptor agonism | hit rate 1% among 360,000 | activation, % at 2 µM | AID 504660 | HEK293 T-REx D1 cells, calcium flux, agonist mode | P21728; in the data active = activation above about 30%; note: 0% is about no effect
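Tetracycline-induced HEK293 TREx D1 cells, force-coupled to calcium signalling, were dye-loaded with a no-wash calcium kit. Compound was pin-added after a 10 s baseline. Fluorescence was read kinetically at 1 cycle/s for 180 s, with calcium rises flagged as agonism.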
Anesthetic bind – candidate novel general anesthetic via apoferritin binding | P02791 | apoferritin/1-aminoanthracene competitive binding, fluorescence | Potency, µM (top dose mostly 77.5 µM), without a hit: at the top dose activity change, negative = displacement, hits mostly inhibitors | hit rate 0.074% among 350,000 | AID 485281; note: potency is the fitted concentration of half-maximal effect; % is set by controls: 0 for no effect and ±100 for the full control effect; nearly all actives have a fitted effect of over 20% in size
Target sequence (P02791 2-175 limits assumed): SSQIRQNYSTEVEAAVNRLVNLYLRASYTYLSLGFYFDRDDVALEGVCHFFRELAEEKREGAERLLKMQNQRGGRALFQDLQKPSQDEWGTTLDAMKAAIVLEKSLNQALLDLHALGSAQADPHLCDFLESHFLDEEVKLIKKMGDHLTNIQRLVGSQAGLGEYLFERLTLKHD
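Apoferritin-based anesthetic binding model; compound displacement of fluorescent 1-AMA measured as endpoint fluorescence after 10 minutes at room temperature, scaled to free-ligand and complex controls.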
RXFP1 antagonist – blocks the human relaxin receptor RXFP1 | Q9HBX9 | HEK293-RXFP1, relaxin-stimulated cAMP HTRF, 30 min; stronger effect = lower value | activity change, negative = inhibition, % at 57.5 µM | hit rate 0.59% among 350,000;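 active = activity change of -60% or lower, but not beyond a set lower limit; inconclusive = change between -60% and -40%, or beyond the set limit; inactive = change above -40%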; note: % is set by controls: 0 for no effect and ±100 for the full control effect
D1 antagonist – blocks dopamine activation of the human D1 receptor. HEK293 TREx D1 cells, calcium flux, dopamine EC80; stronger effect = lower value. activity change, negative = inhibition, % at 10 µM. hit rate 3.2% among 360,000. AID 504652; in the data active = activity change below about -30%; note: % is set by controls: 0 for no effect and ±100 for the full control effect
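Compound effects on dopamine-evoked calcium signalling were measured in tetracycline-induced HEK293 Trex D1 cells. Dopamine at EC80 followed a 180 s compound pre-read, and fluorescence was tracked kinetically for 180 s more.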
D2 potentiator – D2 dopamine receptor (human) potentiation. potentiation, % at 10 µM. hit rate 0.34% among 340,000. P14416. AID 485347. HEK293 T-REx D2, calcium flux, EC20 dopamine potentiation;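 active = potentiation over 3 SD above the plate norm, cut at about 30% in these data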; note: 0% is about no effect
Target sequence (P14416 whole entry, looked up): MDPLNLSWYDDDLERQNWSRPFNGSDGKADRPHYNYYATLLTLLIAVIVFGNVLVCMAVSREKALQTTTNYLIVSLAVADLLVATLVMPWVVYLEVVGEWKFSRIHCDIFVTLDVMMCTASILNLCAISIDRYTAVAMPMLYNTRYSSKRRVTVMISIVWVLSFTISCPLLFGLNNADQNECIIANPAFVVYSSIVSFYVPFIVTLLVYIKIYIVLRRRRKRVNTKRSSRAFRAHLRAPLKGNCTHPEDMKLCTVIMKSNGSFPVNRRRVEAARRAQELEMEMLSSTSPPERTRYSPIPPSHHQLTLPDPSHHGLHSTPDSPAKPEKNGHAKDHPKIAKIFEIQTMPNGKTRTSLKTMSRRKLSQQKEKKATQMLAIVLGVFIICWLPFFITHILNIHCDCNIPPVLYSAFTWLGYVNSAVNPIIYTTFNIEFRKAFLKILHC
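Cells plated with tetracycline inducer and held overnight at 30 C; calcium dye loaded 30–90 min at room temperature; baseline taken, compound added and read 180 s; EC20 dopamine then added and read 180 s.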
RXFP1 agonist – agonists of human relaxin receptor RXFP1. Q9HBX9. HEK293T-RXFP1 cAMP TR-FRET, 30 min; response scale: percent of porcine relaxin response, buffer zero. Potency, µM (highest dose often 57.5 µM), without a hit: top-dose activation, actives largely listed as activators. hit rate 0.3% among 370,000. AID 2676; note: potency is the fitted concentration of half-maximal effect; % is set by controls: 0 for no effect and ±100 for the full control effect; nearly all actives have a fitted effect of over 60% in size; many of its hits are not listed in these tables
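HEK293 cells stably expressing RXFP1, treated 30 min at 37C with compounds plus PDE4 inhibitor Ro 20174; cAMP measured by HTRF TR-FRET. Normalized to buffer and 29 nM porcine relaxin; EC50 by Hill fit.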
TRHR PAM – TRH receptor (human) allosteric enhancement. P34981. TRHR cells, fluo-8 calcium fluorescence, EC20 TRH enhancement. enhancement, % at 2 µM. hit rate 0.66% among 360,000. AID 493056; in the data active = enhancement above about 30%; note: 0% is about no effect
Target sequence (P34981 whole entry, looked up): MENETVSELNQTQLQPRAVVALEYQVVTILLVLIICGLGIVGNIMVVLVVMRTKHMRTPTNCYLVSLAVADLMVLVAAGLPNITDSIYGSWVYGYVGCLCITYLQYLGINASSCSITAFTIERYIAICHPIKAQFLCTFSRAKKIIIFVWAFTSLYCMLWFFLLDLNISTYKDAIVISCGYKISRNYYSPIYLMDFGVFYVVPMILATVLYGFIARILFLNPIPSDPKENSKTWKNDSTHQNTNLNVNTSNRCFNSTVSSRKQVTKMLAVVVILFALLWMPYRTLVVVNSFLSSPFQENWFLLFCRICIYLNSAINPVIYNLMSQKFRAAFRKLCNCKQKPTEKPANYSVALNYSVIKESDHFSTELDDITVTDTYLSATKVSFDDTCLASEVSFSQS
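Enhancer read-out: after compound pinning and an initial kinetic agonist-mode read, an EC20 of TRH (10 nM final) was injected and fluo-8 calcium signal (Ex 480/Em 530) followed at 1 s/cycle for 100 cycles in TRHR-expressing cells.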
D1 PAM – potentiators of human D1 dopamine receptor; HEK293 TREx D1 cells, calcium flux, dopamine EC20 potentiation; hit rate 0.036% among 360,000; potentiation, % at 10 µM; P21728; in the data active = potentiation above about 30%; note: 0% is about no effect
TRHR agonist – activates the human TRH receptor. P34981. TRHR cells, calcium flux fluo-8, FDSS agonist mode. activation, % at 2 µM. hit rate 0.18% among 360,000. AID 493084; in the data active = activation above about 30%; note: 0% is about no effect
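In this calcium-flux screen, cells bearing human TRHR are dye-loaded with fluo-8, baselined for 10 cycles, then exposed to library compounds; positive kinetic calcium responses during the agonist phase mark hits, with TRH as control.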
An asterisk follows results filed as active; ? = inconclusive; / = no result given; & = joins results of further samples; [ ] = remark or other dose. Unless noted, calls come from the whole dose curve; as a rule, active = well fitted curve in the direction sought with a large enough effect; inconclusive = small, poorly fitted or top-dose-only effect, or another doubt; inactive = no such curve, though single readings can be large; an effect the other way counts as inactive or inconclusive. This is a subset (hit frequency here may not be typical).

SMILES	D1 ag	Anesthetic bind	RXFP1 antagonist	D1 antagonist	D2 potentiator	RXFP1 agonist	TRHR PAM	D1 PAM	TRHR agonist
CCN=c1scc(C)n1/N=C/c1cc(Br)c(O)c(OC)c1	3	-12%	11	-3	14	-0.1%	0	0	-0.7
CC1=C/C(=C/N(C)C)C(=O)O1	1	-4%	0	1	8	1.8%	4	-6	0.3
Cc1cc(=O)n2nc(N3CCC(C(=O)N4CCN(c5ccccc5)CC4)CC3)sc2n1	2	-5%	-3	8	-1	6.7%	-2	-4	-0.2
CCCCCC(=O)N/N=C(\C)c1ccc(N2CCCCC2)cc1	2	-14%	-20	3	11	-1.3%	-1	-1	-0.3
CC(C(=O)NCCCn1ccnc1)(c1ccccc1)c1ccccc1	2	-5%	-7	-1	9	1.5%	-5	4	0.3
COC(=O)c1cnn2c(C)c(Cc3c(C)cc(C)cc3C)c(C)nc12	1	3%	-12	17	25	2.6%	-1	1	-0.3
CCCCC1=CC2=CC(=O)C(C)(OC(=O)CC)C(=O)C2=CN1Cc1ccco1 (configuration not stated)	7	-11%	/	5	-7	-0.4%	-2	-1	1.2
Cc1ccc(S(=O)(=O)Nc2cc(C)c(O)c(S(=O)(=O)c3ccc(C)cc3)c2)cc1	0	?	-1	0	-11	4.8%	16	-6	-2.1
CCOC(=O)c1cc(-c2ccccc2)sc1NC(=O)C(C)Sc1nnc(N)s1 (configuration not stated)	2	-15%	-7	16	9	2.5%	5	-2	-0.2
O=C(NNC(=O)c1ccc(Br)s1)c1cccc(S(=O)(=O)N2CCCC2)c1	1	/	-2	-22	-11	-0.6%	2	3	0.9
CC(=O)Nc1ccc(OS(=O)(=O)c2ccc(Cl)cc2)cc1	4	-8%	7	-18	1	1.0%	0	/	0.3
COc1cc(NC(=O)c2ccccc2F)c(OC)cc1NC(=O)CN1CCOCC1	0	2%	-20	-5	1	3.2%	6	-3	0.1
CCCCNc1ncnc2c1nnn2Cc1ccccc1Cl	-3	1%	7	25	-1	-1.2%	-2	3	-0.3
CCNC(=O)n1cc(-n2cncn2)c(-c2ccc(Cl)cc2)n1	4	-3%	5	-6	-4	0.9%	-4	3	-0.3
Cc1cc(C)cc(NC(=O)c2cnn(-c3ccccc3)c2C2CCNCC2)c1	2	-10%	0	-3	5	-0.7%	3	2	0.0
O=C(CCN1C(=O)c2cccc3cccc(c23)C1=O)NCC1CCCO1 (configuration not stated)	1	5%	-4	4	5	0.0%	-11	-1	-0.3
CC(C)(C)NC(=O)CN(Cc1ccc(F)cc1)C(=O)Cn1nnc(-c2ccc(F)cc2)n1	5	-2%	-11	-1	-3	1.5%	5	-2	0.2
CN(C)c1ccc(NS(=O)(=O)c2cccc(Cl)c2)cc1	0	-14%	-2	-16	11	1.1%	1	-5	0.0
Cc1cc(C)c(OCC(=O)N(Cc2ccc(N(C)C)cc2)C2CCS(=O)(=O)C2)c(C)c1 (configuration not stated)	0	-1%	?	8	8	-1.0%	2	-2	-0.2
O=C(c1cc(-c2ccc(Cl)cc2Cl)on1)N1CCCC1	1	-7%	-6	0	/	1.9%	-2	-6	-0.5

An excerpt from above in order of formula weight, low to high.
SMILES	D1 ag	Anesthetic bind	RXFP1 antagonist	D1 antagonist	D2 potentiator	RXFP1 agonist	TRHR PAM	D1 PAM	TRHR agonist
CN(C)c1ccc(NS(=O)(=O)c2cccc(Cl)c2)cc1	0	-14%	-2	-16	11	1.1%	1	-5	0.0
CCCCCC(=O)N/N=C(\C)c1ccc(N2CCCCC2)cc1	2	-14%	-20	3	11	-1.3%	-1	-1	-0.3
CCCCNc1ncnc2c1nnn2Cc1ccccc1Cl	-3	1%	7	25	-1	-1.2%	-2	3	-0.3
CC(C)(C)NC(=O)CN(Cc1ccc(F)cc1)C(=O)Cn1nnc(-c2ccc(F)cc2)n1	5	-2%	-11	-1	-3	1.5%	5	-2	0.2

Remaining list, next part:
SMILES	D1 ag	Anesthetic bind	RXFP1 antagonist	D1 antagonist	D2 potentiator	RXFP1 agonist	TRHR PAM	D1 PAM	TRHR agonist
Cc1csc(SC(C)C(=O)Nc2ccc3c(c2)OCCO3)n1 (configuration not stated)	2	-6%	6	2	-32	2.2%	7	-1	-1.4
O=C1/C(=C\c2ccco2)SC(=S)N1c1ccc(O)cc1	3	-13%	-4	-31*	/	-0.4%	3	-2	0.2
CCCc1c(C(=O)N/N=C/c2ccccc2OCc2ccc(F)cc2)nnn1-c1nonc1N	9	-1%	3	9	6	-0.8%	4	0	1.3
CCOC(=O)CSc1nc2c(c(=O)n(C)c(=O)n2C)n1Cc1ccccc1F	1	-13%	/	-22	-8	1.6%	7	-5	-0.5
Cc1ccc(C(=O)NC2CCS(=O)(=O)C2)cc1S(=O)(=O)N1CCCCC1 (configuration not stated)	3	5%	12	6	6	-0.2%	3	5	0.5
CCc1ccc(NC(=O)C2CCN(C(=O)N3CC(CC)Oc4ccccc43)CC2)cc1 (configuration not stated)	-1	?	-15	-4	-4	0.3%	4	0	0.0
COc1ccc(C(=O)NCCN2CCOCC2)cc1S(=O)(=O)Nc1ccc(C)cc1	6	/	-2	-36*	14	1.1%	0	10	-0.1
CC(=O)N[C@@H](C)C(=O)N1CCC(n2nccc2NC(=O)CCCc2ccccc2)CC1	3	-3%	5	-36*	5	1.2%	-3	-6	0.1
CCn1nc(CC(=O)Nc2nnc(CC(=O)N3CCOCC3)s2)c2ccccc2c1=O	3	-11%	0	4	/	8.4%	2	7	0.2
Cc1ccc(CN2CCN(C(=O)CCN3C(=O)c4ccccc4C3=O)CC2)cc1	1	-13%	-4	4	0	0.6%	-6	0	-0.4
CC(C)(C)C1c2[nH]c3ccccc3c2CCN1Cc1cccc(OCCO)c1 (configuration not stated)	0	-3%	-8	15	8	1.3%	4	5	0.1
O=C(NC(=S)N1CCCCC1c1cccnc1)c1ccc(Br)cc1 (configuration not stated)	-2	-7%	-4	17	-2	-1.1%	7	-3	0.0
O=S(=O)(Cc1nnnn1-c1ccccc1)c1ccc(Cl)cc1	4	-9%	-10	-9	-22	0.0%	-1	0	0.5
C=CCn1c(CNC(=O)c2cccs2)n[nH]c1=S	1	6%	/	4	10	4.0%	4	-4	-0.7
Cc1cc(C)c2sc(NC(=O)c3ccc(S(=O)(=O)N4CCOCC4)cc3)nc2c1	0	44%[activator]	/	-10	12	18%	4	4	0.5
O=C(NCc1ccccc1)C1CCC(CNS(=O)(=O)c2ccc(Br)s2)CC1 (configuration not stated)	3	-6%	-14	-4	4	-2.1%	-5	-4	0.0
COC(=O)c1cc(NC(=O)CCc2c(C)nc3ncnn3c2C)cc(C(=O)OC)c1	2	-9%	4	7	9	4.7%	1	-2	-0.3
O=C(COc1ccc(S(=O)(=O)N2CCOCC2)cc1)Nc1ccccc1Cl	1	-4%	0	1	13	-4.2%	18	4	0.2
CC(C)CC(=O)NC(=S)Nc1ccccc1F	1	-19%	-11	12	5	0.8%	8	-1	0.0
C=CCNC(=O)CN1CCC(c2nc3ccccc3[nH]2)CC1	5	-2%	10	5	7	-2.1%	3	6	0.4
COc1ccc(NC(=O)CN(C)C(=O)CCC2CCCC2)cc1	0	-1%	5	-6	5	-1.0%	-1	-4	1.2
COCCCn1c(=N)c(C(=O)NCc2ccco2)cc2c(=O)n3ccccc3nc21	7	73%[activator]	/	7	/	15%	4	-1	4.7
Cc1ccc(-n2nc3c(=O)n(CCCC(=O)NCC(C)c4ccccc4)nc(C)c3c2C)cc1 (configuration not stated)	5	6%	11	8	-2	5.5%	-4	-4	0.0
CCCC(=O)NCCCc1nc2ccccc2[nH]1	1	1%	6	-1	9	0.0%	-5	-9	0.0
CC(CNC(=O)Cn1ccc2cc(S(=O)(=O)N3CCCCC3)ccc21)c1ccccc1 (configuration not stated)	5	-9%	-6	-10	-2	2.6%	-7	-1	0.2
CCCN(C(=O)c1cc2c(s1)-c1ccccc1SC2)c1ccccc1F	7	25%	-38	43	8	2.1%	7	1	0.6
CC(C)(C)S(=O)(=O)c1cnc(N2CCOCC2)nc1N	1	6%	-5	-1	-8	1.9%	0	0	1.0
CCc1ccc2oc(C(=O)NCc3ccccc3)cc(=O)c2c1	6	-14%	-7	-23	-15	1.0%	-10	-3	-0.9
CO/N=C/C1C(=O)NN=C1c1ccccc1 (configuration not stated)	-1	-3%	-24	19	/	-1.2%	-5	-1	0.2
COc1cccc(/C=C2\Oc3cc(OCC(=O)N4CCC[C@H]4C(=O)O)ccc3C2=O)c1	2	34%[activator]	/	-6	-2	5.2%	9	0	0.3
CN(C)c1ncc(S(=O)(=O)c2ccccc2)c(-c2ccccc2Cl)n1	3	-8%	-6	4	9	-0.5%	-5	4	-0.3
Cc1cccc(NC(=O)CSc2nc3ccccc3nc2N2CCC(C)CC2)c1	1	65%[activator]	/	-8	9	3.2%	6	-6	-0.3
O=C(COC(=O)CCCSc1nc2ccccc2[nH]1)Nc1cccc(F)c1	0	-2%	6	-11	-26	-0.6%	2	7	-0.9
Cc1cccc(N2CCN(C(=O)Cc3cn(C)c4ccccc34)CC2)c1C	21	?	-22	1	28	0.9%	8	-2	0.1
CCOCCCNC(=S)N1CCCC(c2nc3ccc(C)cc3[nH]2)C1 (configuration not stated)	1	-5%	2	-1	7	-1.8%	1	-1	-0.9
CCCCCC(=O)N1CCN(CCN=CC2=C(O)CC(c3ccc(OC)cc3)CC2=O)CC1 (configuration not stated)	0	9%	0&-1	0	-3	0.0%	6	1	-0.7
CC(C)(C)NC(=O)C(=O)NN=C1CCCCCCC1	2	-14%	2	5	-1	0.2%	3	-3	0.1
CCn1c(CO)nc2c1c(=O)[nH]c(=O)n2Cc1ccccc1	2	-6%	-5	-2	-6	0.7%	-5	-1	-0.9
COc1ccc(/C=N/n2nnnc2N)cc1OC	0	0%	-16	13	10	0.2%	6	0	-0.8
O=[N+]([O-])c1ccc(N2CCN(C(=S)Nc3ccc(F)cc3F)CC2)cc1	11	?	?	/	/	3.8%	-1	-3	0.6
COc1ccccc1NC(=O)C(Cc1ccccc1)NS(=O)(=O)c1cccc2nsnc12 (configuration not stated)	0	-17%	-24	0	9	0.8%	-1	3	-0.7
COc1ccccc1N(CC(=O)NC1CCCCC1)S(=O)(=O)c1cccs1	1	3%	14	-18	-4	-1.2%	2	1	-0.5
COc1ccc2oc(=O)c(C(=O)OCc3ccccc3)cc2c1	0	215%[activator]	3	-18	-5	-1.4%	0	-2	-1.0
